HGIII-sPLA2 inh – Inhibits HGIII-sPLA2 liposome hydrolysis, primary screen. QFRET BODIPY PC-A2 liposome hydrolysis, fluorescence. inhibition, % at 12.2 µM. 370,000 tested, 0.56% active. AID 743126;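 active = inhibition above mean plus 3 SD of compounds lying within the high and low control bounds, cut at about 19% in these data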;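 note: 0% = median of test compound wells and 100% = no enzyme DMSO wells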
PLC-beta3 inh – PLC-beta3 (human) inhibition, primary screen | 370,000 tested, 0.18% active | inhibition, % at 12.2 µM | Purified PLC-beta3, fluorogenic substrate, fluorescence; in the data active = inhibition above about 11%;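 note: 0% = median of compound wells on plate and 100% = full blocker control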
Target sequence (Q01970 whole entry, looked up): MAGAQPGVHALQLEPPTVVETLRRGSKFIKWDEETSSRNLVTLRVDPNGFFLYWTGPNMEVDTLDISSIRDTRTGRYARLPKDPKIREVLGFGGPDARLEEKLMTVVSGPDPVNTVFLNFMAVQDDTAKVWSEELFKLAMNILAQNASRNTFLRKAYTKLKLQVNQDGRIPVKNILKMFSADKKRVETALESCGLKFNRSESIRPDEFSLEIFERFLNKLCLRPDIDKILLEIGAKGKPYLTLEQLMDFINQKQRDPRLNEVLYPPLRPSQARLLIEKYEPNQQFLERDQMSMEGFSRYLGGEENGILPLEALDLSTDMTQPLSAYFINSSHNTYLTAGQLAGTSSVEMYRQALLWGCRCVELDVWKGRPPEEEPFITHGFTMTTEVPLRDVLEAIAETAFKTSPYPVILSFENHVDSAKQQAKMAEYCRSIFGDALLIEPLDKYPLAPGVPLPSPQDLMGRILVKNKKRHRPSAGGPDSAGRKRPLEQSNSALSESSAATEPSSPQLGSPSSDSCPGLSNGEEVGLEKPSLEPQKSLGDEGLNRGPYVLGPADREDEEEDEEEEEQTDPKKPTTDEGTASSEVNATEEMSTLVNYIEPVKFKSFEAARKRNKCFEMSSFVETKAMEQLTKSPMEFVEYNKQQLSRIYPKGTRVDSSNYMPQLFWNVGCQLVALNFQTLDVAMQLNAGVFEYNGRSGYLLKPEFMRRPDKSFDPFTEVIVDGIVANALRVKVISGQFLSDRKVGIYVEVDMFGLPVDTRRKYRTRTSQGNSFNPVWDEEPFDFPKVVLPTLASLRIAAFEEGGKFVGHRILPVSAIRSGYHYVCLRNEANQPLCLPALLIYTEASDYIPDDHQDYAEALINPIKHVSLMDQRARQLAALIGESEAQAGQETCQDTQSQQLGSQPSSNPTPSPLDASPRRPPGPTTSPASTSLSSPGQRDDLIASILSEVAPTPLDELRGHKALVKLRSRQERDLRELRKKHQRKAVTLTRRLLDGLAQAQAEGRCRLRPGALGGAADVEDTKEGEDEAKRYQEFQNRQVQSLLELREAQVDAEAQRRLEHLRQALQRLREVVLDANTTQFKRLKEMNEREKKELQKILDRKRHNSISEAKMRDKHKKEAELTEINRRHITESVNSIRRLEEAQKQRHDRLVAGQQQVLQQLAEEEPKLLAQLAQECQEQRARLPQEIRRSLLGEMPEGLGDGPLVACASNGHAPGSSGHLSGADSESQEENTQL
DAX1 inh-1 – NR0B1 (DAX1) inhibition | inhibition, % at 6.75 µM | HEK293 Gal4-DAX1 luciferase reporter, luminescence | AID 504766 | P51843 | 340,000 tested, 0.99% active;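 active = inhibition above the mean over all tested compounds plus 3 SD, cut at about 4.2% in these data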;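 note: 0% = DAX1-transfected cells with DMSO and 100% = empty-vector control cells with DMSO; inhibition shows as a rise in luminescence from relieved DAX1 repression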
GAA850 FXN act – activators of GAA850 frataxin (FXN) promoter | HEK293 lucGAA850 FXN promoter luciferase reporter, 24 h; percent of 10 µM SAHA response | activation, % at 6 µM | 360,000 tested, 0.56% active;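 active = activation above the average of all compounds screened plus 3 SD, cutoff fixed separately per campaign, cut at about 7.5% in these data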;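 note: 0% = DMSO wells and 100% = 10 µM SAHA wells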
ssDAF12 agonist – activators of S. stercoralis DAF-12 nuclear receptor; HEK293 ssDAF-12/GRIP1 lit1-tk-luc reporter, luminescence; % of 3 µM dafachronic acid response; activation, % at 6.8 µM; 370,000 tested, 1% active;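 active = activation above the mean over all tested compounds plus 3 SD, cut at about 0.9% in these data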;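 note: 0% = DMSO-only wells and 100% = 3 µM delta7-dafachronic acid wells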
ADAM10 inh – ADAM10 inhibition, QFRET primary screen; O14672; recombinant ADAM10, EDANS/DABCYL FRET peptide cleavage, 3 h; inhibition, % at 7 µM; 370,000 tested, 0.62% active;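 active = inhibition above a per-campaign cutoff equal to the mean of compounds falling between control-based bounds plus 3 SD, cut at about 20% in these data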;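 note: 0% = DMSO wells while the 100% control is not disclosed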
hcDAF12 agonist – activates DAF-12 receptor from parasite H. contortus; HEK293 hcDAF-12 lit1-tk-luc reporter, luminescence; 0% DMSO, 100% Δ7-dafachronic acid; activation, % at 6.8 µM; 370,000 tested, 1.4% active;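 active = activation above the mean of all tested compounds plus 3 SD, cut at about 5.5% in these data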;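 note: 100% = response to 3 µM Δ7-dafachronic acid high control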
DAX1 inh-2 – inhibitors of DAX1 repression of SF-1 activated StAR promoter; HEK293T StAR-luciferase reporter, SF-1/DAX-1 repression relief; inhibition, % at 6.8 µM; 370,000 tested, 1.1% active; AID 652010;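 active = inhibition above the mean over all tested compounds plus 3 SD, cut at about 3.6% in these data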;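 note: 0% = DAX-1 cells with DMSO and 100% = cells lacking DAX-1 with DMSO; higher inhibition means more luminescence from relief of DAX-1 repression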
PLCg1 inh – inhibitors of human phospholipase C gamma1 | purified PLC-gamma1, fluorogenic substrate, fluorescence | inhibition, % at 12.2 µM | 370,000 tested, 0.84% active | AID 720700; in the data active = inhibition above about 9.5%
ADAM17 inh – ADAM17 inhibition, QFRET primary screen | P78536 | recombinant ADAM17, EDANS/DABCYL FRET peptide cleavage | inhibition, % at 6.95 µM | 370,000 tested, 0.83% active | AID 720648;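 active = inhibition above the mean of compounds lying between control limits plus 3 SD, set per campaign, cut at about 8.5% in these data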;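 note: 0% = DMSO-only wells as the low control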
hgDAF-12 ag – hgDAF-12 agonism, primary luciferase screen. 370,000 tested, 1.8% active. activation, % at 6.8 µM. HEK293 GAL4-hgDAF12 UAS-luciferase reporter, agonist luminescence; normalized to butyrate control;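 active = activation above a cutoff set at the mean of all screened compounds plus 3 SD, cut at about 10% in these data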;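 note: 0% = DMSO wells and 100% = sodium butyrate wells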
* hit, by the source's call; i = inactive; · = no result given; & = joins results of further samples. An unsorted share of the library; overall some 6.9% were active at least once.

compound	HGIII-sPLA2 inh	PLC-beta3 inh	DAX1 inh-1	GAA850 FXN act	ssDAF12 agonist	ADAM10 inh	hcDAF12 agonist	DAX1 inh-2	PLCg1 inh	ADAM17 inh	hgDAF-12 ag
COc1ccc2oc(C(=O)NCC(c3ccco3)N(C)C)c(C)c2c1 (centres undefined)	6	-33	-0.9	3.3	-0.5	-100	0.3	1.5	-27	-23	1.6
CC(C)(C)C(=O)Nc1nnc(CC(=O)NCc2ccccc2)s1	-7	-1	-0.4	1.4	-1.2	1	-0.6	0.3	1	-2	-3.0
CCN(CC)C(=O)c1cn(-c2cccc(OC)c2)c(=O)c2ccccc12	1	-4	0.1	2.6	-0.2	-3	0.4	0.1	-1	-3	-0.6
CCCCCCOC(=O)CCn1[nH]c(=O)c2ccccc2c1=O	-1	-41	0.8	-1.9	-0.9	-10	-1.9	0.3	-31	-8	-1.3
CN(C)[C@@H]1CCC[C@H]1OC(=O)C(c1ccccc1)c1ccccc1	-1	-1	-0.2	-0.2	-1.2	-6	-1.1	0.1	2	-4	0.5
O=C(COC(=O)c1c(F)cccc1F)Nc1ccccc1OC(F)F	2	-6	0.5	0.2	-1.5	4	-1.5	-0.2	5	1	-0.3
Cc1cc(C)n2nc(C(=O)Nc3ccn(Cc4ccccc4C)n3)cc2n1	-3	-31	-0.8	1.4	-2.0	-31	0.6	-0.1	-19	-12	0.9
Cn1c(CCC(N)=O)nnc1SCC(=O)Nc1cc(S(=O)(=O)N2CCCC2)ccc1Cl	4	-7	1.1	0.5	-1.2	-5	-1.2	0.8	-3	-1	1.9
COC(=O)/C=C1/SC(=NC(=O)c2ccc(OC)cc2)NC1=O	-2	-3	0.8	1.7	-0.4	3	-0.7	0.0	4	-2	-0.6
CC(C)(C)OC(=O)N1CCCN(C(c2cc3ccccc3o2)c2nnnn2C(C)(C)C)CC1 (centres undefined)	-11	2	·	·	-1.1	3	0.2	-1.6	2	1	2.9
CCc1c(C#N)c(SCCC(=O)Nc2ccc(F)cc2)nc2c1C(=O)CC(C)(C)C2	-19	2	0.7	-0.9	-1.5	31*	-2.0	-0.8	4	10.0*	-2.6
COc1ccc(C(CC(=O)O)NS(=O)(=O)c2ccc(C)cc2)cc1OC (centres undefined)	4	1	1.3	-1.2	-1.2	-11	0.7	0.0	0	-2	-0.4
CN(C(=O)c1cc(S(=O)(=O)N2CCOCC2)cs1)c1ccccc1	0	-2	-0.4	-1.5	-1.1	-5	-0.7	0.1	3	-3	1.2
CCOc1ccc(N2C(=O)Nc3ccccc3C2(O)C(=O)NCc2ccccc2)cc1 (centres undefined)	5	-3	0.4	1.1	-1.8	-10	-1.1	-0.5	0	-4	-1.5
CCC(C)Sc1cccc(-c2nc3ccc(C)cn3c2NC2CCCCC2)c1 (centres undefined)	3&-2	i	0.3	-1.1	-0.9&-0.7	-168&-92	0.0&-1.0	-0.7&1.4	-427&-154	-48&-31	2.6&2.4
COc1ccccc1N(CC(=O)NCC1CCCO1)C(=O)CCC(=O)Nc1cc(C)on1 (centres undefined)	3	-4	0.2	1.0	-1.0	7	-0.4	0.0	-1	-2	1.3
CC1(C)C(c2ccccc2)=NC(c2ccc(Br)cc2)N1O (centres undefined)	14	0	0.6	1.5	-2.2	2	0.3	-1.0	8	-6	-0.9
CCOC(=O)Cc1csc(NC(=O)CSc2nc3cccnc3n2CC)n1	1	1	1.5	0.8	-0.8	7	1.3	0.1	2	2	1.1
O=C(O)CCCNC(=O)c1cncc(O)c1	-4	-10	0.8	3.3	-1.4	-44	-1.0	-0.3	-9	-15	0.7
COC(=O)c1ccc(OCC(=O)Nc2nn(-c3ccccc3)nc2C(N)=O)cc1	-3	-4	2.4	-0.7	-1.5	-16	1.2	0.3	-4	-5	1.7
CC1(C(=O)NS(C)(=O)=O)CCN1C(=O)C/C=C/c1ccccc1 (centres undefined)	1	0	·	-0.9	-1.4	2	0.4	0.1	-1	-2	0.7
Cn1c(SCC(=O)Nc2nccs2)nnc1-c1cccnc1	2	-12	1.4	-0.5	-1.2	-12	-2.0	1.9	-3	-3	0.5
S=C(c1ccc(N2CCOCC2)cc1)N1CCOCC1	10	5	0.5	-2.5	-1.1	6	-0.9	0.5	5	-1	-1.5
Cc1ccccc1C(=O)N(C)Cc1ccccc1	-1	-3	0.7	2.9	-1.0	-8	-2.3	-0.8	-1	-6	-1.1
CC(=O)Nc1cccc(NS(=O)(=O)Cc2ccc(Cl)cc2)c1	4	0	-0.6	-1.4	-1.3	6	-0.6	0.3	-2	-5	-0.5
O=S(=O)(Nc1ccccn1)c1ccc(Oc2ccccc2)cc1	-8	-15	-1.3	-1.1	-0.9	-17	-0.7	-0.5	-11	-14	-2.4
COc1cc(C(=O)N/N=C(\C)Cc2ccccc2)cc(OC)c1OC	3	0	0.3	1.2	-0.5	-4	-1.5	0.7	0	2	-6.9
O=C(CN1C(=O)/C(=C/c2ccc(C(F)(F)F)cc2)Sc2ccccc21)NCCCN1CCOCC1	-8	-49	-0.9	-0.3	-1.1	6	0.8	-1.8	-30	-2	-0.4
CNC(=S)NCc1ccc(OC)cc1	4	2	-1.1	2.0	-0.8	4	-1.3	-0.1	2	2	-4.4
CC(=O)Nc1ccc(S(=O)(=O)Nc2nc(C)cc(-n3nc(C)cc3C)n2)cc1	3	3	1.0	1.6	-1.5	10	-0.5	0.1	1	0	0.2
CCOc1cc(S(=O)(=O)N2CCN(Cc3ccccc3)CC2)ccc1Br	-4	-2	1.0	-0.9	-1.4	-5	-1.3	-0.2	1	-2	0.4
c1cnc(Oc2ccc(-c3nnco3)cc2)cn1	9	1	1.0	-1.7	-0.9	-1	-2.9	-0.7	-1	-3	0.1
Cc1ccc(CNC(=O)/C=C/c2ccc(Br)o2)cc1	1	-4	-0.3	2.6	-1.7	-10	-0.5	0.1	-2	-6	3.4
CN1CCN(C(=O)c2cc(Cl)ccc2NC(=O)c2ccc(Cl)cc2Cl)CC1	5	-5	-0.5	0.4	-1.1	-1	-0.1	0.4	-1	2	1.9
Cc1ccc(CSc2nnc(-c3n[nH]c4c3CCC4)n2N)cc1	6	-2	·	·	-1.2	-8	-2.9	1.6	0	1	4.6
O=[N+]([O-])c1cc(S(=O)(=O)N2CCCCC2)ccc1NCc1cccc(Cl)c1	-1	2	0.4	0.0	-1.5	-3	-0.7	-0.1	1	-1	-0.5
O=C(NC(Cc1ccccc1)C(=O)NC(Cc1ccccc1)C(=O)O)c1ccccc1 (centres undefined)	0	2	-0.5	-0.3	-1.6	-7	0.2	0.0	-1	-2	0.6
CCCCOC(=O)CCN1C(=O)/C(=C/c2ccccc2)SC1=S	-4	-1	·	·	-1.5	3	2.1	·	3	0	-0.8
O=C(Nc1ccccc1)/C(=C/c1ccccc1)c1ccccc1	-7	4	0.1	0.3	-1.1	8	-1.3	-0.8	3	3	-1.5
CN1CCN(S(=O)(=O)c2cccc(S(=O)(=O)c3ccc(Cl)c(Cl)c3)c2)CC1	3	-2	-0.4	2.4	-0.8	14	-0.4	0.2	2	-2	0.0
O[C@@H]([C@H](O)[C@H](O)CBr)[C@H](O)CBr	2	3	-0.7	4.0	-1.3	-1	0.2	-0.8	4	-6	1.3
CCCN1CCN(CCNC(=O)Nc2cc(C)ccc2C)CC1	1	-6	0.2	2.8	-1.3	-3	-2.1	0.7	0	0	-1.8
CCN1CCOC(CC(=O)Nc2cccc([N+](=O)[O-])c2)C1=O (centres undefined)	-12	-2	·	1.1	-1.7	8	0.7	0.1	2	-1	-0.5
C[C@@H]1CN([C@H](C)CO)C(=O)c2cc(NC(=O)Nc3cccc4ccccc34)ccc2O[C@H]1CN(C)Cc1ccc(C(F)(F)F)cc1	-23	-32	-0.8	0.2	-0.5	-34	-0.4	0.3	-29	-10	3.6
CCCc1c(C(=O)N/N=C(\C)CCc2ccccc2)nnn1-c1nonc1N	2	-10	1.6	-1.6	-0.8	4	1.8	0.0	1	-3	-0.6
COc1ccccc1C1(CC(=O)N2CCCCC2)CCOC(C(C)C)C1 (centres undefined)	-2	-1	0.0	5.8	-1.0	-2	0.0	-0.1	-1	-6	1.2
Cc1ccc(N2CC(C(N)=O)CC2=O)cc1 (centres undefined)	6	2	0.4	-1.7	-1.2	6	-1.9	-0.3	4	-2	-0.5
CNc1ncnc2c1ncn2[C@H]1CN(Cc2ccc(-c3ccccc3)cc2)C[C@@H](CO)O1	-4	-1	·	-0.3	-1.3	-19	-2.1	-1.1	2	-4	-2.6
C=C1CCN([C@H](C(=O)NCc2ccc(Cl)c(Cl)c2)C(C)C)S(=O)(=O)c2ccccc21	5	-1	0.6	2.3	-1.5	0	0.7	-0.5	-1	-2	1.9
CN(C(=O)COC(=O)c1cc(NS(=O)(=O)c2cc([N+](=O)[O-])ccc2Cl)ccc1O)C1CCCCC1	-34	-1	0.3	2.7	-1.4	6	-2.6	-0.1	-1	2	-0.7

(further entries)
compound	HGIII-sPLA2 inh	PLC-beta3 inh	DAX1 inh-1	GAA850 FXN act	ssDAF12 agonist	ADAM10 inh	hcDAF12 agonist	DAX1 inh-2	PLCg1 inh	ADAM17 inh	hgDAF-12 ag
Cc1cc(C(=O)COC(=O)CNC(=O)c2ccccc2)c(C)n1CC1CCCO1 (centres undefined)	-4	-3	0.6	-7.9	-1.9	-3	0.0	-1.3	1	-3	-1.1
COc1ccc(O)c(CNc2ccccc2F)c1	1	0	3.0	-0.4	-1.3	-2	0.3	-0.6	-2	2	7.1
O=C(Nc1ncccc1O)c1ccc(S(=O)(=O)N2CCCC2)cc1	-2	4	3.0	4.4	0.5	3	1.4	11*	2	4	26*
Oc1oc(-c2ccc(Br)cc2)nc1C=Nc1ccc(Br)cn1	0	1	-0.2	0.8	-1.6	-4	1.5	0.1	-1	-2	1.5
CCN(CC(=O)NCc1cccs1)CC(=O)Nc1c(Cl)ccc(C)c1Cl	1	-3	-0.8	-0.2	-1.6	-8	-2.5	0.0	-2	-2	1.9
CCN(C(=O)COC(=O)c1c(NC(C)=O)sc(C)c1C)c1c(N)n(Cc2ccccc2)c(=O)[nH]c1=O	3	-4	-0.5	0.7	-1.5	-4	0.6	-1.9	0	-2	-0.2
Cc1ccc2nc(-c3ccc(NC(=S)NCC(C)(C)CN(C)C)cc3)sc2c1	-10	-118	13*	3.4	-0.3	i	7.8*	4.0*	-74	-282	18*
CN(C(=O)c1c[nH]c(=O)cc1C(F)(F)F)c1ccc(Cl)cc1	-15	-5	0.6	1.2	-0.6	1	-1.8	-0.2	1	-2	0.3
